Assay outcomes: PubChem, several laboratories
ABCG2 inh – inhibitors of human ABCG2 transporter, ABCB1 counter-screen; IgMXP3 cells, JC-1 efflux, flow cytometry; 190,000 tested, 0.1% active; inhibition, % at 6.6 µM; Q9UNQ0;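 active = inhibition above 80%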;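 note: 0% = DMSO and 100% = nicardipine control wells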
Target sequence (Q9UNQ0 whole entry, looked up): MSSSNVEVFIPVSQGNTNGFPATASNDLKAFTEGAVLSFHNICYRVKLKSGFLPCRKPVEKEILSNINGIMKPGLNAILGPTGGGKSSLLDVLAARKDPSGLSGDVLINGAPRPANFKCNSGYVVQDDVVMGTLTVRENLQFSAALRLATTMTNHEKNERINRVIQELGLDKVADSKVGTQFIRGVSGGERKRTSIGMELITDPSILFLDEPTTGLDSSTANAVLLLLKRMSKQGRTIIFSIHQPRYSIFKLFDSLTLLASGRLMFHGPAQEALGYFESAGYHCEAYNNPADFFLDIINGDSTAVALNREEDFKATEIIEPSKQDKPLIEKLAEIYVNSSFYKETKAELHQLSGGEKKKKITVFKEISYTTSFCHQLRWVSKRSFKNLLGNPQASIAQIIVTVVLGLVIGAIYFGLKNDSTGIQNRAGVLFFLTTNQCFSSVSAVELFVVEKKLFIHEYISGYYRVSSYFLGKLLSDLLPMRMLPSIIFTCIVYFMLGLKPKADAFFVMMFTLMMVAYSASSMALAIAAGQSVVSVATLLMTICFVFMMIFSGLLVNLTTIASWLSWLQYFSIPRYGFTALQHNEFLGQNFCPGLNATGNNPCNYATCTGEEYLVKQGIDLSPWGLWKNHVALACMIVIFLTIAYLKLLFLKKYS
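Measure – % inhibition of efflux relative to nicardipine and DMSO · Test system – ABCG2 IgMXP3 and barcoded ABCB1 CCRF-Adr cell mix · Control set – nicardipine as high control, DMSO as low control · Compound – one concentration, 6.6 µM final · Signal – flow cytometry of retained JC-1 fluorescence · Timing – 10 min exposure at 25 °C with rotation, no wash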
ABCB1 block – inhibitors of human ABCB1 transporter, ABCG2 counter-screen. P08183. inhibition, % at 6.6 µM. CCRF-Adr cells, JC-1 efflux, flow cytometry. 190,000 tested, 0.067% active; in the data active = inhibition above about 40%;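 note: 0% = vehicle and 100% = reference inhibitor; higher value means more JC-1 retained so stronger ABCB1 efflux block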
Avidin bead fluor – avidin bead compound fluorescence profile. AID 1775. 220,000 tested, 0.38% active. Avidin beads, compound fluorescence 488/530 nm, flow cytometry; hits give high values. fluorescence (KMESF) at 10 µM; in the data active = fluorescence above about 47; note: inactives centre near 10
Rab7 wt modul – modulators of GTP binding to dog Rab7 wildtype GTPase; GST-Rab7 beads, fluorescent GTP binding, flow cytometry; actives lie on both sides; untreated = 100%, excess cold GTP = 0%; GTP binding activity (percent of control), % at 10 µM; 190,000 tested, 0.055% active;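 active = fluorescent GTP binding to Rab7 beads changed by at least 20 points from the 100% baseline, either direction, mostly lower; inconclusive = compound itself probably fluorescent, or too few beads counted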;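 note: median green fluorescence of bound Bodipy-FL-GTP per Rab7 bead population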
Pf gametocyte – P. falciparum stage V gametocyte viability inhibition; P. falciparum stage V gametocytes, ATP luminescence, 24 h; inhibition, % at 10.9 µM; 150,000 tested, 0.065% active;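 active = inhibition above the mean plus 3 SD of compounds within the control limits, set per campaign, cut at about 38% in these data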;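 note: 0% = DMSO wells and 100% = medium only without gametocytes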
Rab2 wt GTP – changes GTP binding to wildtype dog Rab2A, up or down. 190,000 tested, 0.19% active. GTP binding activity, % at 10 µM. GST-Rab2 wt beads, Bodipy-GTP binding, flow cytometry;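 active = GTP binding activity at least 20 points away from 100%, either lowered or raised; inconclusive = signal likely due to the compound's own green fluorescence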;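 note: 0% = beads with excess unlabeled GTP and 100% = no-compound control corrected for plate trend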
HRas wt GTP – modulators of GTP binding to human HRas wildtype; P01112; AID 759; 190,000 tested, 0.14% active; GST-Ras wt beads, Bodipy-FL-GTP binding, flow cytometry; actives lie on both sides; GTP binding activity, % at 10 µM;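 active = GTP binding activity at least 20% away from the 100% baseline, either lowered as inhibitor or raised as activator; inconclusive = flagged as likely green fluorescent, judged across all proteins in the well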;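 note: 0% = unlabeled GTP competition control and 100% = no-compound control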
Target sequence (P01112 whole entry, looked up): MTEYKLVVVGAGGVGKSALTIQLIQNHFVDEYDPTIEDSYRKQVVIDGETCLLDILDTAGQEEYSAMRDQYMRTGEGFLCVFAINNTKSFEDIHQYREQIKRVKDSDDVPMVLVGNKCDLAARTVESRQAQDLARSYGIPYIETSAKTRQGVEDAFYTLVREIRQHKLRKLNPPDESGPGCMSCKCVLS
Cdc42 wt – changes GTP binding to wildtype human Cdc42; AID 761; P60953; percent activity (GTP binding), % at 10 µM; 190,000 tested, 0.2% active; GST-Cdc42 beads, Bodipy-GTP binding, flow cytometry; actives lie on both sides;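 active = percent activity GTP binding at least 20 points away from the 100% baseline, either down as inhibitor or up as activator; inconclusive = compound flagged as likely green fluorescent from well-wide comparison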;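 note: median bead fluorescence of bound Bodipy-FL-GTP at 100 nM; 0% = excess unlabeled GTP control and 100% = no compound control; below 100% means less GTP binding so inhibitor and above means activator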
Target sequence (P60953 whole entry, looked up): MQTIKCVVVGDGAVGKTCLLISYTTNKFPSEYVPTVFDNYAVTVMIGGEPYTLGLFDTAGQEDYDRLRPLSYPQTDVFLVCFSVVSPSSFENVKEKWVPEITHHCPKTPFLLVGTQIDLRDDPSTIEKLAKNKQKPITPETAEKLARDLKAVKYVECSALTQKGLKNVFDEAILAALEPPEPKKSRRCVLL
Rac1 mut GTP – modulators of GTP binding to human Rac1 activated mutant; 190,000 tested, 0.11% active; AID 764; percent activity (GTP binding), % at 10 µM; GST-Rac1 activated beads, fluorescent GTP binding, flow cytometry; actives lie on both sides; 100% means binding = to untreated wells;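 active = GTP binding at least 20 percentage points away from the 100% baseline, in either direction, so actives lie on both sides; inconclusive = Compound likely fluorescent itself, or too few beads counted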
Mcl1 Noxa PPI – Mcl-1/Noxa interaction inhibition; Q07820; TR-FRET Mcl-1/Noxa peptide binding, 2 h; inhibition, % at 21.7 µM; 220,000 tested, 1.5% active;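 active = compounds that cut the protein-peptide binding signal by more than 50% relative to plate controls in a single-dose test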;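 note: His-tagged Mcl-1 with rhodamine Noxa BH3 peptide and terbium anti-His antibody; 0% = Mcl-1 plus Noxa peptide wells and 100% = peptide-only wells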
Rac1 wt GTP bind – human Rac1 wildtype GTP binding, inhibitors and activators; GST-Rac1 beads, fluorescent GTP binding, flow cytometry; actives lie on both sides; 0 = cold GTP competed, 100 = untreated; P63000; GTP binding activity (% of control), % at 10 µM; 190,000 tested, 0.27% active;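 active = GTP binding activity at least 20 points away from the 100% control level, either lower or higher; inconclusive = compound flagged as likely green fluorescent, judged across all proteins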
* marks the source's active call; other numbers are inactive results; ? = inconclusive; . = no result given.

The opening 10 records, to show the layout:
SMILES	ABCG2 inh	ABCB1 block	Avidin bead fluor	Rab7 wt modul	Pf gametocyte	Rab2 wt GTP	HRas wt GTP	Cdc42 wt	Rac1 mut GTP	Mcl1 Noxa PPI	Rac1 wt GTP bind
Cc1ccccc1Nc1nc(N)nc(COC(=O)c2cccc(S(=O)(=O)NCc3ccccc3)c2)n1	1	0.0	8	92	-1	93	92	95	98	0	98
COC(=O)c1ccc(NC(=O)C2CCN(S(C)(=O)=O)CC2)cc1	9	0.8	3	99	.	99	101	101	100	8	100
O=C(Cc1cc(=O)oc2cc(O)ccc12)NCC1CCC(C(=O)O)CC1 (stereo unspecified)	0	0.0	33	101	10	101	104	107	101	-7	105
COc1ccccc1CN(Cc1cc2cc(C)ccc2[nH]c1=O)Cc1nnnn1CC1CCCO1 (stereo unspecified)	20	1.7	12	98	.	100	99	101	102	8	103
CC(C)NC(=O)C1CCN(C(=O)N(C)C)CC1	3	0.6	11	99	.	99	100	102	97	8	97
CCOc1c(C#N)c(C#N)c2nc(C)cc(C)n12	3	0.3	7	100	.	98	98	101	99	5	102
NCCCC[C@@H]1NC(=O)c2cc([N+](=O)[O-])cc(I)c2SC[C@@H](C(N)=O)NC(=O)[C@H](Cc2ccc(O)cc2)NC1=O	0	-1.1	11	90	.	97	96	98	97	54*	98
CC(C)CC(=O)NC(=S)N1CCN(c2ccc([N+](=O)[O-])cc2Cl)CC1	2	0.8	2	98	6	99	99	99	98	6	103
CCC(C)/C(C)=N/NC(=O)c1cn(-c2ccccc2)nc1-c1ccccc1 (stereo unspecified)	24	0.0	12	101	19	98	99	103	101	5	104
Cc1ccc(NC(=O)CN(C)C(=O)CSc2nnc(C(F)(F)F)n2C)cc1	2	0.7	7	95	.	96	98	97	97	-4	100

Results, repeating the preview:
SMILES	ABCG2 inh	ABCB1 block	Avidin bead fluor	Rab7 wt modul	Pf gametocyte	Rab2 wt GTP	HRas wt GTP	Cdc42 wt	Rac1 mut GTP	Mcl1 Noxa PPI	Rac1 wt GTP bind
Cc1ccccc1Nc1nc(N)nc(COC(=O)c2cccc(S(=O)(=O)NCc3ccccc3)c2)n1	1	0.0	8	92	-1	93	92	95	98	0	98
COC(=O)c1ccc(NC(=O)C2CCN(S(C)(=O)=O)CC2)cc1	9	0.8	3	99	.	99	101	101	100	8	100
O=C(Cc1cc(=O)oc2cc(O)ccc12)NCC1CCC(C(=O)O)CC1 (stereo unspecified)	0	0.0	33	101	10	101	104	107	101	-7	105
COc1ccccc1CN(Cc1cc2cc(C)ccc2[nH]c1=O)Cc1nnnn1CC1CCCO1 (stereo unspecified)	20	1.7	12	98	.	100	99	101	102	8	103
CC(C)NC(=O)C1CCN(C(=O)N(C)C)CC1	3	0.6	11	99	.	99	100	102	97	8	97
CCOc1c(C#N)c(C#N)c2nc(C)cc(C)n12	3	0.3	7	100	.	98	98	101	99	5	102
NCCCC[C@@H]1NC(=O)c2cc([N+](=O)[O-])cc(I)c2SC[C@@H](C(N)=O)NC(=O)[C@H](Cc2ccc(O)cc2)NC1=O	0	-1.1	11	90	.	97	96	98	97	54*	98
CC(C)CC(=O)NC(=S)N1CCN(c2ccc([N+](=O)[O-])cc2Cl)CC1	2	0.8	2	98	6	99	99	99	98	6	103
CCC(C)/C(C)=N/NC(=O)c1cn(-c2ccccc2)nc1-c1ccccc1 (stereo unspecified)	24	0.0	12	101	19	98	99	103	101	5	104
Cc1ccc(NC(=O)CN(C)C(=O)CSc2nnc(C(F)(F)F)n2C)cc1	2	0.7	7	95	.	96	98	97	97	-4	100
COc1ccc(/C=N/n2c(-c3ccco3)nc3ccccc3c2=O)cc1	0	0.8	6	99	4	103	102	101	98	42	104
CCCc1nc2c(o1)CC(CC(C)SCC)CC2=O (stereo unspecified)	4	-0.4	-4	96	16	94	97	95	92	2	100
CCOC(=O)C(NC(=O)c1ccccc1OCC)(Nc1ncccn1)C(F)(F)F (stereo unspecified)	39	1.9	13	107	0	102	102	103	97	3	102
CCOC(=O)Cn1c(-c2nonc2NC(=O)c2ccccc2F)nc2ccccc21	14	2.7	7	97	9	96	98	99	96	0	98
O=C(Cn1c(N2CCN(c3ccccc3)CC2)nc2ccccc21)c1ccccc1	6	2.3	11	104	-26	101	103	100	100	-7	105
COc1ccccc1NC(=O)CSc1nnc(CC(=O)Nc2ccccc2)n1C	3	0.7	17	101	-21	103	104	105	102	6	105
O/C(=C\Sc1nnc(Cc2ccccc2)o1)c1ccc(F)cc1	0	0.1	6	102	.	99	100	104	99	-2	104
O=C(CN(C(=O)c1csnn1)c1cccc2ccccc12)NC1CCCC1	0	0.0	11	100	-16	96	97	96	95	10	95
Cc1cccc2cc3c(NC(=O)CC(C)C)nn(C)c3nc12	1	0.1	8	105	.	103	101	102	100	-6	106
CCOc1cc(C)c(-c2onc(C(F)(F)F)c2-c2csc(C)n2)c(O)c1	-1	-2.1	16	98	.	101	101	103	99	-9	101
O=C(C1COc2ccccc2O1)N1CCCC1 (stereo unspecified)	1	0.4	11	99	4	94	96	95	93	2	94
Cc1ccc(-c2csc(NC(=O)/C=C/c3cccs3)n2)cc1C	-1	-0.3	16	102	6	96	98	98	96	1	103
COc1ccc(CC(=O)NCc2nnc(SCC(=O)Nc3ccc(OC)cc3)n2C)cc1	1	0.1	6	106	-16	99	102	99	98	7	103
O=C(O)CC1CCCC(c2ccccc2)C1=O (stereo unspecified)	4	0.5	8	95	26	102	101	104	102	10	104
O=C(NC(CO)Cc1ccccc1)c1ccccc1 (stereo unspecified)	10	0.6	4	104	1	101	103	103	99	13	105

Other structures:
SMILES	ABCG2 inh	ABCB1 block	Avidin bead fluor	Rab7 wt modul	Pf gametocyte	Rab2 wt GTP	HRas wt GTP	Cdc42 wt	Rac1 mut GTP	Mcl1 Noxa PPI	Rac1 wt GTP bind
Cc1cc2cc(C)c3nnc(SCC(=O)NCc4ccc5c(c4)OCO5)n3c2cc1C	52	3.0	13	?	3	?	?	?	?	-6	?
C=C(Cl)COc1ccc2c(CCCC)cc(=O)oc2c1	6	0.9	39	103	-39	101	102	102	99	-5	104
CCn1c(SCC(=O)N2CCCc3ccccc32)nnc1-c1c[nH]c2ccccc12	16	1.6	12	99	.	100	100	103	97	15	100
CCCCN(CC(=O)NCc1ccc(F)cc1)C(=O)c1ccco1	1	0.3	12	101	1	98	97	96	96	0	99
COc1cc(OC)cc(C(=O)OCC(=O)Nc2ccc(F)cc2F)c1	2	0.4	26	100	6	95	98	93	94	3	97
Cc1cc(C)c(C#N)c(SCc2nc3ccccc3[nH]2)n1	8	1.9	13	98	-1	100	100	98	100	30	97
CCS(=O)(=O)n1nc(-c2ccc(OC)cc2)nc1SC	1	0.0	11	96	.	96	98	101	102	21	101
CCCOc1cccc(C(=O)NC(=S)Nc2cccc(C(F)(F)F)c2)c1	5	0.3	5	99	-10	98	98	99	97	4	98
Cc1cc(C)c2ccc3c(C)c(C)nc3c2[nH]1	4	1.4	7	96	-23	97	97	96	97	-23	99
O=C(COC(=O)[C@@H]1CCCN1C(=O)c1cccs1)NCCc1ccccc1	2	0.4	12	99	5	101	101	102	99	2	103
Nc1ccccc1NC1=CC(=O)CC(c2ccccc2)C1 (stereo unspecified)	15	0.5	13	103	.	101	97	97	96	-6	100
Cc1ccc(NC(=O)c2ccc(CNc3c(N4CCOCC4)c(=O)c3=O)cc2)cc1	-3	-2.7	9	101	.	100	100	102	104	-7	116
Cc1cc(C(C)(C)C)ccc1OCCn1ccnc1	1	0.3	17	99	.	97	102	99	97	-8	95
COc1ccc(NC(=O)CC(=O)Nc2ccc(OC)cc2OC)c(OC)c1	2	0.2	79*	101	-23	103	102	106	100	1	107
CSCCC(NC(N)=O)C(=O)NCc1ccc(Cl)cc1 (stereo unspecified)	0	0.1	6	100	.	101	100	103	98	0	106
O=C(CN1C(=O)CC(c2ccccc2)=Nc2ccccc21)NCc1ccccc1	2	0.9	6	97	.	97	98	98	95	7	103
Cc1cccc(NC(=O)c2cnn(-c3ccc(F)cc3)c2C2CCNCC2)c1C	2	0.2	13	95	.	94	95	95	92	27	104
CCOC(=O)c1sc(NC(=O)COC(=O)CNC(=O)c2ccco2)c(C(=O)OCC)c1C	7	4.1	14	94	-7	96	100	102	99	-8	107
CCOc1ccccc1N(C(=O)CNC(=O)c1ccco1)C(C(=O)NC(C)(C)C)c1ccncc1 (stereo unspecified)	3	0.4	9	91	19	94	95	101	96	.	94
C#CC(CC)(CC)NC(=S)Nc1cccc(C(C)=O)c1	1	0.6	.	95	.	97	97	94	96	16	97
COc1ccc2occ(C(=O)c3cccs3)c2c1	2	0.4	13	100	-17	102	101	101	98	2	102
C=CCNC(=O)c1onc(CSc2cccc(OC)c2)c1C(=O)O	0	0.1	10	95	-3	95	96	97	92	21	94
CCC(C)NCC(=O)Nc1sc2c(c1C(N)=O)CCC2 (stereo unspecified)	8	0.7	27	97	.	94	94	93	93	-5	95
Cc1cc2[nH]c3c(c[n+](C)c4ccccc34)c2cc1C	1	-0.2	7	94	6	87	87	85	94	33	76*
O=C(Nc1cccc(NC(=O)c2ccco2)c1)c1cnccn1	5	0.2	8	101	.	101	101	101	97	-1	102
Cc1nn(Cc2ccccc2)c2c1C(c1ccc(Cl)cc1)C(C#N)=C(N)O2 (stereo unspecified)	-1	1.8	24	100	.	100	101	102	98	18	106
CC1=C(C(=O)OCC(C)C)C(c2cc3c(cc2Br)OCO3)NC(=O)N1C (stereo unspecified)	4	1.5	8	98	.	100	98	99	99	10	100
O=C(Nc1nc(-c2cc(F)ccc2F)cs1)C1=NN(c2ccccc2)C(=O)CC1	2	-0.1	11	89	-29	98	95	95	94	13	93
CCN(CC)CCCNc1oc(-c2cccc(Cl)c2)nc1C#N	5	0.4	30	94	.	97	98	102	98	11	99
CC(OC(=O)C1CCCCC1)C(=O)Nc1cccc(Cl)c1 (stereo unspecified)	0	-0.3	19	95	0	95	95	98	93	6	93
